pPAFAH inh: inhibitors of human plasma PAF acetylhydrolase (pPAFAH); inhibition, % at 3.39 µM; recombinant pPAFAH, FP-rhodamine probe fluorescence polarization; 1.5% of 330,000 active;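 active means inhibition above the mean inhibition across the screen plus 3 SD, cut at about 25% in these data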;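 further: inhibitors block binding of the rhodamine activity-based probe so polarization drops; 0% = enzyme with DMSO and 100% = wells lacking pPAFAH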
Target sequence (Q13093 whole entry, looked up): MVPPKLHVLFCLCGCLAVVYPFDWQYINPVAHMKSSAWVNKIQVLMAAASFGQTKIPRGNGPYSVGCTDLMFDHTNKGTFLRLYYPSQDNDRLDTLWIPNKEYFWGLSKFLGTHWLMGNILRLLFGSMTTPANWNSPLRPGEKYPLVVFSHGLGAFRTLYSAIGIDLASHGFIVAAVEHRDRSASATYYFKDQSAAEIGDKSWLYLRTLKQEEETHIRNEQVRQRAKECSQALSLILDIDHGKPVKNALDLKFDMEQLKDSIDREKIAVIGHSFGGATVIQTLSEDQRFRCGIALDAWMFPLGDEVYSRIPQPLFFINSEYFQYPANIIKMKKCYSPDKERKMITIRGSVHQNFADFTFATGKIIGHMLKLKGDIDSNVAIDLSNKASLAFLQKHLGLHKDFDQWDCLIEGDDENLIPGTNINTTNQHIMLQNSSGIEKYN
LYPLA2 counter: counter-screen for PME1 inhibitors: inhibitors of human LYPLA2 | O95372 | recombinant LYPLA2, FP-Rh probe fluorescence polarization | inhibition, % at 5.9 µM | 0.38% of 320,000 active | AID 2177;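 active means inhibition above the screen-wide mean plus 3 SD, limit set per campaign, cut at about 26% in these data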;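 further: 0% = LYPLA2 with DMSO and 100% = wells lacking LYPLA2 enzyme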
PAFAH1B3 inh: PAFAH1B3 (human) inhibition; Q15102; recombinant PAFAH1B3, FP-rhodamine probe, fluorescence polarization; inhibition, % at 3.39 µM; 0.28% of 340,000 active; AID 492972;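 active means inhibition above the screen-wide average of all tested compounds plus 3 SD, cut at about 25% in these data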;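 further: 0% = enzyme with DMSO only and 100% = wells lacking PAFAH1B3 protein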
Target sequence (Q15102 whole entry, looked up): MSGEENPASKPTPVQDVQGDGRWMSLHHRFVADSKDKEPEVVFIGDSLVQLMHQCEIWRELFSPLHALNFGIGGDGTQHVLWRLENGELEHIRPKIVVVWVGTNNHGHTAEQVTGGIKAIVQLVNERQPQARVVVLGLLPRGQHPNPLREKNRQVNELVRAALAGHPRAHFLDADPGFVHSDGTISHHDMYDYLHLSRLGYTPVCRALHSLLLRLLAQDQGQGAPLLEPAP
PME-1 primary: blocks human protein phosphatase methylesterase 1; 0.53% of 320,000 active; recombinant PME-1, FP-Rh probe fluorescence polarization; Q9Y570; inhibition, % at 5.9 µM;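 active means inhibition above the campaign mean of all compounds plus 3 SD, cut at about 26% in these data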;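 further: competitive labeling of PME-1 active site by serine hydrolase directed probe; 0% = PME-1 with DMSO and 100% = wells lacking PME-1 enzyme; inhibitors block probe labeling so polarization falls and inhibition rises; many of its hits are not listed in these tables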
PAD4 inh: blocks human protein arginine deiminase 4. 0.41% of 330,000 active. AID 485272. recombinant PAD4, RCA probe fluorescence polarization. inhibition, % at 6.36 µM. Q9UM07;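 active means percent inhibition above a cutoff equal to the mean of all tested compounds plus 3 SD, cut at about 15% in these data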;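 further: 0% = PAD4 with RCA probe and DMSO and 100% = probe without PAD4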
PAFAH1B2 inh: PAFAH1B2 (human) inhibition; AID 492953; P68402; inhibition, % at 3.39 µM; 1.2% of 340,000 active; recombinant PAFAH1B2, FP-rhodamine activity probe, fluorescence polarization;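 active means inhibition above the mean of all tested compounds plus 3 SD, cut at about 24% in these data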;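 further: 0% = enzyme with DMSO and 100% = wells lacking PAFAH1B2; many of its hits are not listed in these tables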
GSTO1 counter: GSTO1 inhibition, counter-screen for RBBP9 inhibitors | recombinant GSTO1, activity-based probe fluorescence polarization | inhibition, % at 5.96 µM | AID 1974 | 1.1% of 300,000 active | P78417;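 active means inhibition above the campaign mean inhibition plus 3 SD, cut at about 35% in these data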;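 further: 0% = GSTO1-1 with DMSO and 100% = wells lacking GSTO1-1 enzyme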
Target sequence (P78417 whole entry, looked up): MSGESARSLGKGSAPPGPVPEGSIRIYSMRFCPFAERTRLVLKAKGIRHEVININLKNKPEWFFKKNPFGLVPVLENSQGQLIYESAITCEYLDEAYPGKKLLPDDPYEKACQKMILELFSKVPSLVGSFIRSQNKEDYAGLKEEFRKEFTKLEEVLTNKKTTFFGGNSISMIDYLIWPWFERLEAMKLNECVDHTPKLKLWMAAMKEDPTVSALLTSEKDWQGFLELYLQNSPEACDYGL
LYPLA1 inh: LYPLA1 (human) inhibition in PME1 counter-screen. recombinant LYPLA1, FP-Rh probe fluorescence polarization. inhibition, % at 5.9 µM. 0.16% of 320,000 active;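 active means inhibition above the mean of all tested compounds plus 3 SD, set per campaign, cut at about 14% in these data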;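 further: inhibitors block serine hydrolase probe labeling of LYPLA1 so polarization falls; 0% = enzyme with DMSO and 100% = wells lacking LYPLA1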
PAFAH2 inh: PAFAH2 (human) inhibition. recombinant PAFAH2, FP-rhodamine activity probe, fluorescence polarization. inhibition, % at 3.39 µM. 0.99% of 340,000 active. AID 492956;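 active means inhibition above the mean over all tested compounds plus 3 SD, cut at about 30% in these data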;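 further: inhibitors block probe labeling of enzyme so polarization drops; 0% = enzyme with DMSO and 100% = wells lacking PAFAH2 protein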
Numbers without * were called inactive; x = no result given.

Compound,pPAFAH inh,LYPLA2 counter,PAFAH1B3 inh,PME-1 primary,PAD4 inh,PAFAH1B2 inh,GSTO1 counter,LYPLA1 inh,PAFAH2 inh
Cc1sc(NC(=O)CN(C)C2CCCCC2)nc1-c1ccc2c(c1)CCN2S(=O)(=O)c1ccccc1,7,-1,x,3,-6,x,-7,-2,x
CC(C)NC(=O)CSc1nnc(-c2ccc(C(C)(C)C)cc2)n1C,5,1,-3,1,0,3,9,-1,-3
COc1ccc(C(=O)N/C(=C\c2ccco2)C(=O)NCCCn2ccnc2)cc1,-3,0,4,-7,7,1,5,-6,0
CN(C)c1nc(NCc2ccccc2)nc(N/N=C/c2ccccc2F)n1,5,-8,x,-2,-3,x,-2,-4,x
CCOC(=O)N1CCN(c2nc(C)cc(C(F)(F)F)n2)CC1,5,-3,8,1,-4,2,4,0,-3
COc1ccccc1C(=O)NN1C(=O)C2C3C=CC(O3)C2C1=O (configuration not stated),4,4,2,1,-2,1,1,1,-8
CCCCN(CCCC)CP(=O)(c1ccccc1)c1ccccc1,0,1,7,-3,-5,9,7,1,0
O=C(NCc1ccc(Cl)cc1)c1ccc(-n2cccn2)nc1,4,3,0,-6,3,0,-7,-5,2
CCC(C)[C@H](NC(=O)N1c2ccccc2NC(=O)[C@@H]1C(C)C)C(=O)N[C@@H](Cc1ccccc1)C(=O)O (some centres not stated),7,-3,6,3,5,-2,-1,-2,6
NC(=O)C1CC(=O)N(c2ccc(OCC(=O)Nc3cccc(C(F)(F)F)c3)cc2)C1 (configuration not stated),7,3,-4,1,2,1,-4,-4,-1
CN(C)S(=O)(=O)c1cccc(NC(=S)Nc2ccc(Cl)cc2Cl)c1,1,5,5,7,1,-3,2,-1,-7
C(=N\n1cnnc1)/c1ccc2ncccc2c1,5,5,-2,0,2,-1,8,-1,-4
C=CCn1cccc(C(=O)Nc2ccc(OCC)cc2)c1=O,6,-2,7,-9,-2,-1,4,0,3
Cc1ccc2c(CSc3nncs3)cc(=O)oc2c1,4,0,7,-1,-1,2,4,-2,10
Cc1nc2ccccc2c(=O)n1/N=C/c1ccncc1,-8,-5,3,-12,2,-2,-4,-1,5
O=C1CC(=O)N(CCNc2ncc(C(F)(F)F)cc2Cl)C(=O)N1,6,-10,2,-4,-5,5,-10,-3,-5
Cc1nnc(SCC(=O)Nc2sccc2C#N)s1,6,-3,11,-3,-1,9,23,-4,12
CS(=O)(=O)c1ccccc1-c1nc(-c2cccc(Cl)c2)no1,-1,0,6,-3,-4,-3,-2,-3,2
Cc1ccc(-c2cc(C(=O)OCn3nnc4ccccc4c3=O)c3ccccc3n2)cc1,3,-4,-1,2,3,1,2,-2,-9
CCOC(=O)Nc1ccc(OC)c([N+](=O)[O-])c1,-2,-7,5,-1,2,2,3,-6,-4
O=c1c2c3nc4ccccc4nc3n(/N=C/c3ccco3)c2ncn1CCC1=CCCCC1,1,-14,7,-18,-5,6,-2,-15,-1
O=C(c1nc2ccccn2c1CNCC1OCCc2ccccc21)N1CCOCC1 (configuration not stated),0,-4,10,0,-2,-2,-4,0,5
COc1cc(-c2noc(C)c2/C=C/c2ccc(OC(C)=O)cc2)cc(OC)c1OC,4,-3,9,2,-6,3,-9,-3,0
Cc1cccn2cc(CCNS(=O)(=O)c3cccc([N+](=O)[O-])c3)nc12,2,-4,9,2,-2,-2,0,0,0
CCOC(=O)c1cc(-c2cccs2)nc2onc(C)c12,-3,-2,10,-2,2,0,5,-5,-2
CCC(=O)N1CCCc2cc(S(=O)(=O)N3CCN(c4ncccn4)CC3)ccc21,-1,6,-2,5,0,-5,-3,-1,1
CC(C)(C)Nc1nc2ccc([N+](=O)[O-])cc2o1,-8,2,1,-15,-2,-2,10,-2,-4
COc1ccc(-n2nnnc2SCC(=O)Nc2cccc(O)c2)cc1,-1,0,14,-1,4,10,15,-7,6
N#Cc1c(Cl)nc(-c2ccncc2)nc1-c1ccccc1,-2,-5,1,-4,2,6,-15,-3,2
O=C(NCN1C(=O)C2C3C=CC(C3)C2C1=O)Nc1nccs1 (configuration not stated),7,1,2,1,-3,3,-6,0,-6
O=C(c1ccccc1)c1ccc2ccccc2n1,-8,-11,3,-8,-12,-3,7,-3,-9
O=C(/C=C/N1CCN(Cc2ccccc2)CC1)C(F)(F)F,3,0,2,-1,-3,-1,-1,-4,-4
Cc1cc(NC(=O)C2C3C(=O)N(Cc4ccc(Cl)cc4)C(C(=O)NCc4ccccc4)C34C=CC2(C)O4)no1 (configuration not stated),3,9,2,0,-5,11,-4,2,-1
CSc1nc2ccc(S(N)(=O)=O)cc2s1,-3,-2,-4,-1,1,-1,0,4,1
CCC(C)(C)NC(=O)C1CCN(c2nc(OC)nc(OC)n2)CC1,2,7,7,-5,-4,7,2,2,0
CCOC(=O)C1(Cc2ccccc2)CCN(Cc2ccc3cc(NC(C)=O)ccc3n2)CC1,-5,-4,8,-1,-9,1,3,-4,-1
COCCNc1nc2c(c(=O)n(Cc3cccc(Cl)c3)c(=O)n2C)n1C,4,-1,2,-1,5,3,-9,-2,6
CCOC(=O)Cc1c(C)c2c(O)cc(O)cc2oc1=O,2,2,5,2,-3,2,59*,0,1
COc1ccccc1N1CCN(CCCCN2C(=O)C3CCCCN3C2=O)CC1 (configuration not stated),-7,-4,2,-2,4,0,0,-4,-1
ON=C1/C(=N\O)CC2(C/C1=N/O)OCCO2,12,0,32*,10,-6,17,30,2,13
Cc1ccc(CN2CCN(Cc3cccc4c3OCO4)CC2CCO)cc1 (configuration not stated),-5,-4,2,-4,-2,5,-4,-4,0
S=C(NNc1ccnc2cc(Cl)ccc12)Nc1ccccc1Cl,11,1,-3,22,-1,8,0,-8,-1
Cc1ccc(N(CN2C(=O)C3C4CCC(C4)C3C2=O)C(=O)c2ccco2)cc1 (configuration not stated),3,6,5,-5,3,6,15,1,0
Cc1cccc(C)c1OCC(=O)Nn1c(C)nc2ccccc2c1=O,7,4,-6,-2,-1,-1,1,5,-1
COc1ccccc1OCCNC(=O)CNC(=O)c1ccc2c(c1)OCO2,2,-4,0,0,-4,1,-5,0,-4
CC1CCCCN1C(=O)CSc1nnc(-c2ccccc2F)o1 (configuration not stated),4,5,1,-2,3,-2,0,-1,2
COc1ccc(NC(=O)C2CCCN(c3ncnc4onc(-c5ccc(F)cc5)c34)C2)cc1 (configuration not stated),2,11,3,-9,-1,1,6,0,1
CCOC(=O)/C(=C/c1cn(C)c2ccccc12)NC(=O)c1ccccc1,-1,2,5,2,0,9,25,-2,-1
CCOC(=O)C1CCN(C(=O)CCn2c(=O)[nH]c3ccsc3c2=O)CC1,0,4,0,3,1,-1,6,-2,-2
Cc1ccc(-c2cnc3c(Cl)c(C)nn3c2)cc1,7,0,1,-2,-6,-1,8,1,-4
CCOC(=O)C1=C(CC)Nc2ccccc2N=C1NC(=O)c1cc(S(=O)(=O)N(C)C)ccc1Cl,1,11,-3,7,1,1,1,-3,-4
COc1ccccc1N1CCN(C(=O)CSc2nnc(NC(=O)C3CCC3)s2)CC1,2,7,7,4,-3,2,4,0,10
CN(C)c1ccc(C(=O)NC2CCCc3ccccc32)cc1 (configuration not stated),8,-1,5,-6,-5,1,7,0,-2
CCc1ccc(OCCCC(=O)NCc2ccco2)cc1,2,-5,-6,-4,2,3,9,-3,-1
O=C(O)c1cccc(-n2cc(-c3cccc(C(F)(F)F)c3)cn2)c1,11,1,-2,-9,-2,2,-7,-7,0
CCn1c(SCC(=O)N2CCCc3ccccc32)nc2cccnc21,4,-1,7,4,2,2,3,-2,-2
C[C@@H](C(=O)Nc1nc2ccccc2s1)N1C(=O)C2CC=CCC2C1=O (some centres not stated),3,-2,2,-4,0,5,-1,-2,3
CCc1cc(C(=O)N2CCCC(C(=O)c3ccc(Cl)cc3)C2)no1 (configuration not stated),1,12,-2,1,3,5,-1,1,1
O=CN1CCN(C(C(=O)NC2CCCC2)c2cc3c(cc2[N+](=O)[O-])OCO3)CC1 (configuration not stated),1,-4,10,0,-12,1,7,-5,-1
COc1cccc(C(=O)Nc2ccc(N3CCCC3)cc2)c1,8,-8,-9,-14,-10,-7,3,-3,-10

Later entries
Compound,pPAFAH inh,LYPLA2 counter,PAFAH1B3 inh,PME-1 primary,PAD4 inh,PAFAH1B2 inh,GSTO1 counter,LYPLA1 inh,PAFAH2 inh
CC1(C)C(C(=O)OCC(Cl)(Cl)Cl)N2C(=O)C(NC(=O)Cc3ccccc3)C2S1=O (configuration not stated),2,-4,2,-1,0,15,4,-3,4
CS(=O)(=O)c1cnc(-c2cccnc2)nc1N,5,4,2,-1,-5,7,-1,1,0
Cc1cc(C)c2nc(N3CCOCC3)c(C#N)cc2c1,-4,-5,4,-3,-4,3,-7,-1,-4
COCc1cc(C)n(CC(=O)OC)c(=O)c1C#N,2,6,10,3,0,4,1,1,5
CC(C)c1ccc(/C=C2\SC(N3CCOCC3)=NC2=O)cc1,5,-3,7,-6,-2,11,2,-2,17
COc1ccc(-c2nc(N)n(C(C)=O)n2)cc1,-3,-5,-7,-6,-2,-5,4,-2,-7
O=C(CSc1nnc(NC(=O)C2CC(=O)N(c3ccccc3)C2)s1)NC1CCCC1 (configuration not stated),8,3,7,0,-3,-2,-1,1,6
CC(C)(C(=O)N[C@H](CO)c1ccccc1)C(=O)N[C@H](CO)c1ccccc1,-2,2,1,7,-3,0,-2,0,10
O=C1CC[C@H](O)CCN1[C@H](CSc1ccccc1)Cc1ccccc1,4,7,-9,-2,0,12,3,-1,1
COc1cc2nc(SCC(=O)NCc3ccco3)n(Cc3ccc(Cl)cc3)c(=O)c2cc1OC,4,0,-1,-3,3,3,-12,-1,5
N#Cc1cccc(NC(=O)CN2CCN(Cc3ccccc3)CC2)c1,-3,-5,5,2,-1,5,7,-3,1
CCCCNc1c(-c2cccc(-c3cc(C(C)=O)cs3)c2)nc2ccc(C)cn12,21,-6,17,12,0,3,8,-8,6
CCN(CC)c1ccc(NC(=O)Cn2nnc(-c3cccc(OC)c3OC)n2)c(C)c1,8,11,3,-3,0,-2,5,-1,1
COc1ccc(C)cc1-n1nnnc1SCC(=O)Nc1cccnc1Cl,3,-3,6,1,-2,4,-1,2,-6
Cc1ccc(-c2sc(-c3ccccc3)nc2CC(=O)Nc2ccccc2F)cc1,1,-4,9,3,0,3,4,3,-3
CCOC(=O)c1c(C)n(C)c2c(C)cc(O)c(OC(C)=O)c12,2,4,10,1,4,2,6,0,2
Cc1cc(C)nc(Nc2nc(=O)c3ccccc3s2)n1,1,0,4,2,9,1,13,1,0
Cc1c(NC(N)=O)c(=O)n(-c2ccccc2)n1C,-3,0,1,0,-1,2,-3,-1,0
CCNc1nc(OC)nc(N2CCC(Cc3ccccc3)CC2)n1,19,0,0,0,1,2,35,0,-1

Screens as filed in PubChem BioAssay.

A portion of the library; count on the stated rates, not on these rows.
